Bioassay records as filed in PubChem.
LMPTP block: blocks human LMPTP phosphatase; 360,000 tested, 0.22% active; P24666; recombinant LMPTP-A, OMFP fluorogenic substrate, fluorescence intensity; AID 651560; inhibition, % at 20 µM;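 active means compounds that cut the enzyme signal by at least half of the control window in the single-dose screen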;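 further: plate controls were DMSO wells with enzyme plus substrate for no effect and substrate without enzyme for full effect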
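Test system: LMPTP-A phosphatase enzyme. Amount: LMPTP-A at 0.625 nM final in the reaction. Reagent: OMFP substrate, 400 µM final. Times: 50 min at room temperature. Signal: endpoint fluorescence intensity from OMFP dephosphorylation. Read-out basis: % inhibition. Benchmarks: no-enzyme and uninhibited controls.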
SUMO1 PPI mod: alters human SUMO1 binding to SIM partners; P63165; SUMO1 binding to a labelled peptide, TR-FRET, 1 h; inhibition, % at 20 µM; 360,000 tested, 0.33% active; in the data active means inhibition above about 37%
Target sequence (P63165 whole entry, looked up): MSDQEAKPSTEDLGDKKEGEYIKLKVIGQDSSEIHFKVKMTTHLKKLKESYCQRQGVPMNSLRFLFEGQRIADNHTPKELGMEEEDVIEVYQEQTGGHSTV
CSN deneddyl inh: CSN deneddylation inhibition; Q92905; Purified CSN, SCF-Nedd8-OG deneddylation, fluorescence polarization; inhibition, % at 12.5 µM; 360,000 tested, 0.38% active;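 active means pattern-corrected inhibition above about 35%, with an unprinted fluorescence ratio check between 0.5 and 1.5, limit read from the data, passing the limit was not always enough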;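 further: 0% = enzyme with substrate and 100% = substrate without enzyme; some results filed as inactive read as strong as hits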
Target sequence (Q92905 whole entry, looked up, one chain of several): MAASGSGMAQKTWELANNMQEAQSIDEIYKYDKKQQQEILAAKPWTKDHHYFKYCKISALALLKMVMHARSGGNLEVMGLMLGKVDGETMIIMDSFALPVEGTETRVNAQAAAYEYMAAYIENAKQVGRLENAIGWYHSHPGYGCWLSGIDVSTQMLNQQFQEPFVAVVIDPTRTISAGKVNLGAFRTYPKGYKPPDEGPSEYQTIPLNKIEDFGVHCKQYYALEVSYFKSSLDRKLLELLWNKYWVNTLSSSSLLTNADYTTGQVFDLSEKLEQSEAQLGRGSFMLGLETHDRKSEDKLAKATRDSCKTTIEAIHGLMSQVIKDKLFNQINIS
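Assay system: purified human Csn5 enzyme expressed in HEK293T cells; measure: % inhibition; also added: SCFSkp2-Nedd8OG substrate at 10 nM final; technique: fluorescence polarization; times: reaction 90 min, room temperature; medium: Tris buffer pH 7.5, NaCl, DTT, Tween-20, trehalose, ovalbumin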
NadD inh: blocks S. aureus nicotinate mononucleotide adenylyltransferase. purified NadD enzyme, colorimetric absorbance read-out. inhibition, % at 20 µM. 360,000 tested, 0.78% active. AID 602399; in the data active means inhibition above about 26%; further: some compounds past the cut are filed as inactive
Rin1 Abl inh: blocks binding of human Rin1 to Abl | P00519+Q13671 | TR-FRET Rin1/Abl binding, biochemical | inhibition, % at 7.35 µM | 360,000 tested, 0.4% active | AID 588664; in the data active means inhibition above about 5%, passing the limit was not always enough
Rpn11 inh: blocks the human proteasome subunit Rpn11; O00487; human 26S proteasome, Ub4-pepOG fluorescence polarization; 20S core pre-blocked with epoxomicin; calls only at 20 µM; 360,000 tested, 0.59% active;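 active means inhibition at 20 µM, scaled to each plate's controls, above about 33%, limit read from the data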
Target sequence (O00487 whole entry, looked up): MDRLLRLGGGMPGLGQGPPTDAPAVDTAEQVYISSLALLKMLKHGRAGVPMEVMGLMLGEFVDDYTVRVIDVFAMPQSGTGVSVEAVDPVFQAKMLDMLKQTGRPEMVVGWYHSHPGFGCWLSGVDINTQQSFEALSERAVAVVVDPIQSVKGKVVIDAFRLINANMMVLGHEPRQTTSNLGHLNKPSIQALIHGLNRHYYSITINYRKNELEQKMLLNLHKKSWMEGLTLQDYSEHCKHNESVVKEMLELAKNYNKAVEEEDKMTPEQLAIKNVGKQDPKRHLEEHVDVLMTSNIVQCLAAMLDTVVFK
STEP inh: STEP (human) phosphatase inhibition | P54829 | recombinant STEP, OMFP fluorogenic substrate, fluorescence | inhibition, % at 20 µM | 360,000 tested, 0.25% active;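 active means inhibition at 20 µM, scaled per plate between control wells, above about 37%, limit read from the data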;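 further: 0% = DMSO with enzyme and substrate and 100% = substrate only without enzyme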
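System: STEP (striatal-enriched tyrosine phosphatase) enzyme, cell-free; medium: Bis-Tris pH 6.0 buffer with DTT, detergent; dosing: 20 µM, 1% DMSO; times: reaction 20 min, ambient temperature; detection: fluorescence, 480/540 nm; read-out basis: normalized % inhibition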
Neddylation inh: blocks human cullin neddylation. AID 651699. calls only at 25 µM. 360,000 tested, 0.58% active. P61081+Q13564. TR-FRET cullin neddylation, biochemical; in the data active means inhibition above about 36%
DNMT1 inh: inhibitors of human DNMT1. P26358. DNMT1 molecular beacon, Hinp1I cleavage, fluorescence. inhibition (reported as % activation of signal), % at 10 µM. 360,000 tested, 0.83% active. AID 588458; in the data active means inhibition above about 50%
Scp1 inh: blocks human Scp-1 phosphatase activity; Q9GZU7; Recombinant Scp1, phosphopeptide, malachite green phosphate absorbance; inhibition, % at 20 µM; 340,000 tested, 0.88% active; AID 493091;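 active means inhibition above about 50% at 20 µM, limit read from the data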;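 further: plate controls were DMSO wells with enzyme for no effect and wells lacking enzyme for full effect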
Target sequence (Q9GZU7 76-261 limits assumed): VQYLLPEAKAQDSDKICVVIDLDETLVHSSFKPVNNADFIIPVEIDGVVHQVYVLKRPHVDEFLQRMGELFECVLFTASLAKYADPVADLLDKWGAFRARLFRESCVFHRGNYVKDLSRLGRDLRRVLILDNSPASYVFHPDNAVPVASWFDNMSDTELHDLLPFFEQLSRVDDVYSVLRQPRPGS
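Material – SCP-1 phosphatase catalytic domain, residues 76-261 · Buffer or medium – Acidic Tris acetate buffer with magnesium and detergent · Also added – Phospho 17-mer peptide substrate · Compound – single 20 µM dose, 1% DMSO · Times – 45 min room-temperature reaction, 5 min colour, 30 min stabiliser · Technique – Phosphate-binding colour reagent, absorbance read at 630 nm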
The depositor's hits bear a star; i = inactive; nt = not tested or not shown; & = joins results of further samples.

SMILES | LMPTP block | SUMO1 PPI mod | CSN deneddyl inh | NadD inh | Rin1 Abl inh | Rpn11 inh | STEP inh | Neddylation inh | DNMT1 inh | Scp1 inh
CCOC(=O)c1[nH]c(C)c(/C(C)=N\O)c1C | -0.7 | 4 | -4 | -4 | 2 | i | 2 | i | 0 | -1
NC(=O)CSc1nnc(NC(=O)c2ccc(S(=O)(=O)N3CCOCC3)cc2)s1 | -0.7 | -1 | 0 | -3 | -2 | i | 1 | i | 0 | -8
COc1ccc(C(=O)COC(=O)CCC(=O)Nc2ccc(C(C)=O)cc2)cc1 | 0.7 | -7 | 3 | 1 | 3 | i | 0 | i | 0 | 1
CC(C)c1ccc(S(=O)(=O)N2CCC(C(=O)N3CCC3)CC2)cc1 | -1.2 | -1 | -2 | 6 | -3 | i | 0 | i | -1 | -1
NC(=O)N/N=C/c1c(F)c(F)c(F)c(F)c1F | -2.7 | -2 | -9 | -5 | -2 | i | -1 | i | 3 | -11
CCOC(=O)C(C)(C)Sc1nc2c(cnn2-c2ccc(Cl)cc2)c(=O)[nH]1 | 0.5 | 0 | 2 | -2 | 2 | i | -2 | i | -4 | -17
CC(=O)COc1coc(CN2CCN(c3ccc(F)cc3)CC2)cc1=O | -0.3 | 3 | -2 | -5 | 1 | i | -3 | i | -1 | 51*
Cc1ccc(C(=O)CSc2ccccc2C(=O)O)cc1 | -2.1 | 3 | -2 | -2 | -2 | i | 1 | i | 0 | -11
Cc1ccc(-n2ncc3c2CC(C)(C)CC3NC(=O)c2ccncc2)cc1 (stereo not drawn) | -1.2 | 3 | 2 | -8 | 0 | i | 4 | i | 1 | -2
COC(=O)CC1C(=O)NCCN1C(=O)Nc1ccccc1 (stereo not drawn) | -1.5 | -1 | 2 | -2 | 0 | i | -2 | i | -2 | -2
COc1ccc(/C=N/NC(=O)c2cc(C3CC3)[nH]n2)cc1OC | 0.1 | -11 | 106 | -10 | -6 | i | 0 | i | 0 | -3
Clc1cccc(CN2CCN(Cc3ccco3)CC2)c1 | -2.7 | 0 | -2 | 1 | 4 | i | 0 | i | 2 | 0
COC(=O)c1ccc(NC(=O)N2CCOCC2)cc1 | -0.4 | 4 | 3 | 1 | 1 | i | 6 | i | 1 | -4
CC1CCCN(C/C(O)=C(\C#N)c2nc3ccccc3[nH]2)C1 (stereo not drawn) | -1.3 | 3 | -5 | -5 | 0 | i | 0 | i | -1 | 4
O=S(=O)(Cc1ccccc1)Nc1cccc(F)c1 | -0.7 | 1 | -2 | 0 | -2 | i | -3 | i | 1 | 3
Cc1nn(Cc2ccccc2Cl)c(C)c1NC(=O)c1cc(-c2ccc(F)cc2)on1 | -0.9 | -4 | -2 | 0 | 2 | i | 14 | i | 12 | 0
Cc1ccc(N(CC(=O)NC2CCCCC2C)S(=O)(=O)c2c(C)noc2C)cc1 (stereo not drawn) | 1.3 | 7 | -1 | -7 | -4 | i | 1 | i | 1 | 2
CN(CC1CCCO1)S(=O)(=O)c1ccc(C(=O)Nc2ccccc2F)cc1 (stereo not drawn) | 0.9 | 2 | 3 | 1 | 2 | i | 0 | i | 2 | -5
CC(C)(C)S(=O)N1Cc2cc(C(=O)O)nc(-c3cccc(-c4cc5ccccc5o4)c3)c2[C@H]1CCO (stereo partly drawn) | 0.4 | 15 | 19 | 14 | 3 | i | 2 | i | 41 | nt
CCOC(=O)C1=C(C)NC(C)=C(C(=O)OCC)C1C(=O)OC1CCOC1=O (stereo not drawn) | -0.9&-0.9 | 6&1 | 0&-6 | 0&-2 | 1&-2 | i | 0&-1 | i | 3&2 | -4&4
Cn1c(=O)c2c(nc(CN3CCC(C(N)=O)CC3)n2Cc2ccccc2F)n(C)c1=O | -1.8 | 3 | -6 | 1 | 7 | i | -2 | i | 0 | -4
CCOC(=O)c1c(C)oc2cc(Br)c(O)c(Br)c12 | -1.5 | 45* | -5 | 6 | 2 | i | -1 | i | -1 | -8
Cc1n[nH]c(C)c1CCC(=O)N/N=C/c1cccs1 | 0.3 | -8 | 6 | 1 | -4 | i | 0 | i | -4 | -4
C/C(CC(=O)Nc1ccccn1)=N\NC(=O)c1ccc(C)cc1 | -1.6 | 5 | -4 | 0 | 0 | i | -3 | i | -5 | -6
CC(=O)c1cccc(NC(=O)C2Cc3c(-c4ccccc4Oc4ccccc4)ccnc3O2)c1 (stereo not drawn) | 0.5 | 1 | 2 | 1 | -6 | i | 1 | i | -9 | nt
CCOc1cc(N2CCOCC2)c(OCC)cc1NC(=O)CN1C(=O)C2CC=CCC2C1=O (stereo not drawn) | -0.6 | 0 | 1 | -4 | -6 | i | 1 | i | -1 | 1
COc1ccc2[nH]cc(C(=O)CN3CCC(C)CC3)c2c1 | 0.1 | 8 | -1 | -28 | -1 | i | -3 | i | 3 | 5
CC(C)OC(=O)c1ccc(N)cc1 | 0.8 | 1 | 0 | -1 | -1 | i | 11 | i | 1 | -9
Cc1cccc(NC(=S)NNC(=O)CCn2cc(C)cn2)c1 | -0.6 | 0 | 3 | -3 | 3 | i | -5 | i | 0 | -4
Cc1cc(C#N)c2ccccc2n1 | -0.9 | -13 | 2 | -7 | 2 | i | -1 | i | 0 | 0

Brought forward from above: 5 compounds, followed by the next part.
SMILES | LMPTP block | SUMO1 PPI mod | CSN deneddyl inh | NadD inh | Rin1 Abl inh | Rpn11 inh | STEP inh | Neddylation inh | DNMT1 inh | Scp1 inh
CCOc1cc(N2CCOCC2)c(OCC)cc1NC(=O)CN1C(=O)C2CC=CCC2C1=O (stereo not drawn) | -0.6 | 0 | 1 | -4 | -6 | i | 1 | i | -1 | 1
COc1ccc2[nH]cc(C(=O)CN3CCC(C)CC3)c2c1 | 0.1 | 8 | -1 | -28 | -1 | i | -3 | i | 3 | 5
CC(C)OC(=O)c1ccc(N)cc1 | 0.8 | 1 | 0 | -1 | -1 | i | 11 | i | 1 | -9
Cc1cccc(NC(=S)NNC(=O)CCn2cc(C)cn2)c1 | -0.6 | 0 | 3 | -3 | 3 | i | -5 | i | 0 | -4
Cc1cc(C#N)c2ccccc2n1 | -0.9 | -13 | 2 | -7 | 2 | i | -1 | i | 0 | 0
CCC(=O)NC(=S)N1CCN(c2ccc([N+](=O)[O-])cc2Cl)CC1 | -0.5 | -22 | -4 | 7 | 0 | i | 0 | i | -6 | -1
CCOC(=O)C(CC)Sc1nc2c(cnn2-c2ccc(F)cc2)c(=O)[nH]1 (stereo not drawn) | -1.1 | 7 | 4 | -5 | 1 | i | 0 | i | -2 | -9
Cc1nn(C)c(C)c1NC(=O)Nc1ccc(Cl)c(Cl)c1 | -1.5 | 2 | -2 | -5 | 0 | i | 0 | i | 5 | -12
COC(=O)c1c(NC(C)=O)sc(C)c1C | -1.0 | 3 | 0 | -3 | -3 | i | -4 | i | 0 | -13
COc1ccc(NC(=O)c2cccc(NC3=NC4CS(=O)(=O)CC4S3)c2)cc1Cl (stereo not drawn) | -0.7 | -4 | -9 | -1 | 1 | i | 1 | i | -1 | -4
Cc1cc(C(=O)CN2CCC(C)CC2)c(C)n1-c1ccccc1F | -0.6 | 2 | -12 | -14 | 6 | i | 0 | i | -2 | -2
COc1ccc(C2=NN(c3nc(C)cc(C)n3)C(=O)C2)cc1 | 0.8 | 0 | -6 | 1 | 2 | i | 3 | i | -2 | -2
COc1ccc(OC)c(CN2C(=O)CCC2(C)C(=O)NC2CCCCCC2)c1 (stereo not drawn) | -1.3 | -2 | 4 | 5 | 0 | i | -1 | i | 7 | 0
Cc1c(CC(=O)NCC(=O)O)c(=O)oc2cc3c(cc12)CCC(C)(C)O3 | -0.1 | 0 | -1 | -4 | -1 | i | 0 | nt | -2 | -1
COc1ccc(Cl)cc1NC(=O)C1CCCN(c2cc(C)nc3ncnn23)C1 (stereo not drawn) | 0.2 | 3 | -2 | 6 | -1 | i | -2 | i | 0 | 9
CN(C)S(=O)(=O)N1CCCC(C(=O)c2ccc(-c3ccccc3)c(F)c2)C1 (stereo not drawn) | 1.1 | -2 | -4 | -13 | -2 | i | 2 | i | 0 | -31
CCN(CC)S(=O)(=O)c1cc(NC(=O)c2cccc(N3C(=O)CCC3=O)c2)ccc1Cl | -0.4 | 5 | 5 | 1 | 3 | i | -1 | i | -3 | -5
O=C(COC(=O)c1cccc(Br)c1)Nc1ccc2[nH]c(=O)[nH]c2c1 | -1.7 | 0 | 1 | -6 | -3 | i | 0 | i | 17 | -1
O=C(O)CCNc1nc(-c2ccccc2)c2cc(Br)ccc2n1 | 0.4 | -3 | 1 | 0 | -2 | i | -1 | i | -2 | 2
CCCN1CCN(CC(=O)Nc2nnc(C)s2)CC1 | -0.2 | 2 | 1 | 0 | 4 | i | -3 | i | 0 | -5
COC(=O)[C@]12CCCCC=C1N(Cc1ccccc1)C(=O)[C@H](CC(=O)N1CCCC1)C2 | -2.2 | -4 | -3 | 3 | nt | nt | nt | i | nt | nt
COC(=O)c1cccc(NC(=O)CSc2nnc(COc3cccc(C)c3)n2C)c1 | -0.8 | 3 | 3 | -4 | 1 | i | -6 | i | -2 | 0
O=C(Nc1cccc(O)c1)c1cccc(S(=O)(=O)N2CCCCCC2)c1 | 1.1 | 13 | 4 | -9 | 3 | i | 2 | i | -2 | -7
C=CCN(CC=C)Cc1cc(=O)oc2cc(C)c(Cl)cc12 | 1.6 | -2 | -2 | 0 | 0 | i | 7 | i | 6 | nt
Cc1ccc(-c2cc(C(=O)NCc3ccccn3)c3ccccc3n2)cc1C | 0.7 | -7 | 2 | 1 | -3 | i | 1 | nt | -3 | -3
CCCCNC(=O)c1cc(C)nc2ccccc12 | 0.6 | -5 | 0 | -5 | 2 | i | 3 | i | 2 | -1
Nc1ncc([N+](=O)[O-])cc1S(=O)(=O)c1ccccc1 | 0.1 | -24 | 3 | 2 | -1 | i | 1 | i | -2 | -11
O=C(c1ccoc1)N1CCC(CO)(CCc2ccccc2)CC1 | 0.0 | -2 | -2 | -3 | 4 | i | 0 | i | -3 | -9
CCN(CC)C(=O)CSc1nnc2nnc3cc(C)ccc3n12 | -1.2 | -38 | -37 | 0 | -5 | i | -1 | i | -3 | -4
Oc1ccc(/C=N/NC(=S)N/N=C/c2ccc(O)cc2)cc1 | 0.4 | -6 | 3 | 0 | 0 | i | 0 | i | -11 | -7
C#CCOCCOCCOCCNc1nc(N2CCOCC2)nc(N2CCN(C(=O)[C@H](CCCN=C(N)N)n3cc(C(N)[C@@H](C)CC)nn3)CC2)n1 (stereo partly drawn) | 0.9 | -86 | 2 | -7 | 8 | i | 1 | i | 0 | -4
CCN(NC(=O)C(O)(c1ccccc1)c1ccccc1)C(=O)c1ccccc1 | -1.1 | -3 | -4 | -1 | 3 | i | -2 | i | -1 | -7
